# Assay outcomes deposited in PubChem by NCI.
# Growth percent in the NCI-60 one-dose screen (48 h, 10 µM unless noted): 100 = growth as untreated, 0 = no growth, -100 = all killed.
# HS 578T = HS 578T breast cancer; 78,000 compounds, 4.1% hits
# MALME-3M = MALME-3M melanoma | 78,000 compounds, 5.8% hits | AID 1794766
# SK-MEL-2 = SK-MEL-2 melanoma; 77,000 compounds, 4.7% hits
# T-47D = T-47D breast cancer; 79,000 compounds, 5% hits
# BT-549 = BT-549 breast cancer; 78,000 compounds, 4.4% hits
# UACC-62 = UACC-62 melanoma; 81,000 compounds, 5.4% hits; AID 1794756
# LOX IMVI = LOX IMVI melanoma | 79,000 compounds, 7.4% hits
# UACC-257 = UACC-257 melanoma; 78,000 compounds, 4.4% hits; AID 1794764
# * marks the source's active call; other numbers are inactive results; nt = not tested or not shown; & = joins results of further samples. How the source made its calls: active means growth percent below 10; inactive means the rest.
(1) O=C(CSc1nnc(-c2ccc(NC(=O)c3cccnc3)cc2)o1)Nc1ccc(Cl)cc1
(2) O=C1/C(=C/c2ccc(Cl)cc2)SC(=Nc2ccc(Cl)cc2)N1Cc1nc2ccccc2[nH]1
(3) O=c1/c(=C/NC2CC2)sc2ncnn12
(4) COc1ccc(-c2nnc(COc3ccc(NC(=O)Nc4ccc(Cl)c(C(F)(F)F)c4)cc3F)o2)cc1
(5) CCN(CC)c1ccc(/C=C2\SC(=S)N(C3CC(=O)N(c4ccc(Cl)cc4)C3=O)C2=O)cc1 (configuration not stated)
(6) CCOC(=O)N1CCN(S(=O)(=O)c2oc(-c3ccc(F)cc3)nc2C#N)CC1
(7) O=C(Nc1cccc([N+](=O)[O-])c1)N(c1ccccc1)c1ccccc1
(8) CCN(CC)c1ccc(C(=C2C=CC(=[N+](CC)Cc3cccc(S(=O)(=O)O)c3)C=C2)c2ccc(N(CC)Cc3cccc(S(=O)(=O)O)c3)cc2)cc1

Screen / compound no.,1,2,3,4,5,6,7,8
BT-549,119,104,112,-2.2*,87,114,97,47
MALME-3M,102,49,108,-1.1*,103,119,94,59
UACC-62,95,65,95,19,73,113,99,64
T-47D,87,78,102,9.2*,84,107,106,8.9*
HS 578T,102,114,88,19,99,117,102,72
LOX IMVI,99,78,104,1.0*,100,103,99,35
UACC-257,106,87,84,30,104,113,104,nt
SK-MEL-2,105,88,104,-7.3*,106,117,104,nt

# Molecules listed so far that contain a halogen:
(1) O=C(CSc1nnc(-c2ccc(NC(=O)c3cccnc3)cc2)o1)Nc1ccc(Cl)cc1
(2) O=C1/C(=C/c2ccc(Cl)cc2)SC(=Nc2ccc(Cl)cc2)N1Cc1nc2ccccc2[nH]1
(4) COc1ccc(-c2nnc(COc3ccc(NC(=O)Nc4ccc(Cl)c(C(F)(F)F)c4)cc3F)o2)cc1
(5) CCN(CC)c1ccc(/C=C2\SC(=S)N(C3CC(=O)N(c4ccc(Cl)cc4)C3=O)C2=O)cc1 (configuration not stated)
(6) CCOC(=O)N1CCN(S(=O)(=O)c2oc(-c3ccc(F)cc3)nc2C#N)CC1

Screen / compound no.,1,2,4,5,6
BT-549,119,104,-2.2*,87,114
MALME-3M,102,49,-1.1*,103,119
UACC-62,95,65,19,73,113
T-47D,87,78,9.2*,84,107
HS 578T,102,114,19,99,117
LOX IMVI,99,78,1.0*,100,103
UACC-257,106,87,30,104,113
SK-MEL-2,105,88,-7.3*,106,117

# (more compounds)
(9) O=C(N1c2ccc(F)cc2[C@H]2C=CC[C@H]2[C@H]1C[P+](c1ccccc1)(c1ccccc1)c1ccccc1)C(F)(F)F
(10) NC[C@H]1O[C@@H](n2cnc3c(=O)[nH]c(N)nc32)[C@H](O)[C@@H]1O
(11) CCCCCCCCNc1nc2ccccc2n2c1nc1ccccc12
(12) CN(C[C@H]1Cc2c(cccc2N2CCN(Cc3ccccn3)CC2)CN1)[C@H]1CCCc2cccnc21
(13) CC1(O)CCC(Nc2cc(-c3ccc(C(F)(F)F)cc3)c(C#N)c3nc4ccccc4n23)CC1 (configuration not stated)
(14) CS(=O)(=O)Nc1cncc(-c2ccc3ncnc(NCc4ccccc4)c3c2)c1
(15) C=C(C)[C@@H]1CC[C@]2(C(=O)NCc3ccc(OCc4cn(-c5ccc(Cl)c(Cl)c5)nn4)c(OC)c3)CC[C@]3(C)C(CCC4[C@@]5(C)CCC(OC(C)=O)C(C)(C)C5CC[C@]43C)C12 (some centres not stated)
(16) Fc1ccc2[nH]cc(-c3nc(-c4c[nH]c5ccncc45)cs3)c2c1

Screen / compound no.,9,10,11,12,13,14,15,16
BT-549,108,102,121,82,38,2.9*,115,70
MALME-3M,102,102,117,88,nt,28,95,-85*
UACC-62,82,92,93,85,77,29,90,-75*
T-47D,96,98,103,45,53,4.0*,97,-30*
HS 578T,99,98,108,92,74,-5.0*,98,-38*
LOX IMVI,97,96,103,45,55,36,96,-92*
UACC-257,93,99,104,93,nt,74,95,-68*
SK-MEL-2,94,105,102,73,73,-8.9*,100,-50*

(17) CC1=C(C)C(=O)N(Cc2ccccc2)C(c2cn(-c3ccccc3)nc2C)O1 (configuration not stated)
(18) COc1cccc(OC)c1Oc1c(/C=N/N=c2\sc3ccccc3n2C)c(C)nn1-c1ccccc1
(19) CC(NC(=O)/C(Cc1ccccc1)=N\O)c1ccccc1 (configuration not stated)
(20) Clc1nc2ccccc2nc1-c1nnc(C2CCCCC2)o1
(21) COc1ccc(-c2nnc3n(-c4ccccc4)c(=O)c4cnn(-c5ccccc5)c4n23)cc1
(22) C1CSCC2(COC2)CS1
(23) COc1ccc(-c2cc(-c3cc(OC)ccc3OC)nc(SCC(=O)c3ccccc3)c2C#N)cc1
(24) C/C(=C\CSc1ccccc1C(=O)O)CCCC(C)CCCC(C)CCCC(C)C (configuration not stated)

Screen / compound no.,17,18,19,20,21,22,23,24
BT-549,104,88,107,138,89,112,109,81
MALME-3M,87,104,89,95,112,112,89,86
UACC-62,98,74,90,96,89,102,78,43
T-47D,86,61,91,86,86,108,81,37
HS 578T,104,94,88,93,99,106,97,56
LOX IMVI,94,75,90,67,93,99,92,26
UACC-257,95,110,111,97,nt,105,101,81
SK-MEL-2,86,99,95,102,84,114,90,-12*

# Single records, from the list above.
# CCCCCCCCNc1nc2ccccc2n2c1nc1ccccc12 in the list: BT-549 = 121; MALME-3M = 117; UACC-62 = 93; T-47D = 103; HS 578T = 108; LOX IMVI = 103; UACC-257 = 104; SK-MEL-2 = 102
# CCN(CC)c1ccc(C(=C2C=CC(=[N+](CC)Cc3cccc(S(=O)(=O)O)c3)C=C2)c2ccc(N(CC)Cc3cccc(S(=O)(=O)O)c3)cc2)cc1 in the list: BT-549 = 47; MALME-3M = 59; UACC-62 = 64; T-47D = 8.9*; HS 578T = 72; LOX IMVI = 35; UACC-257 = nt; SK-MEL-2 = nt

# Continued:
(25) O=c1[nH]c2c(Cl)c(Cl)c(Cl)c(Cl)c2[nH]c1=O
(26) COc1ccc(C=O)c(C)c1
(27) C/C(Cc1ccc(Cl)cc1)=C(/c1ccc(Cl)cc1)c1ccc(OCCN2CCCC2)cc1
(28) O=C(Cn1cc(COc2ncnc3c2cnn3-c2ccccc2)nn1)Nc1ccccn1
(29) CCOC(=O)/C(O)=C(/C=N/C(=S)Nc1c(CC)cccc1CC)C(=O)OCC
(30) CC(=O)Nc1nonc1-c1nc2ccccc2n1Cc1ccccn1
(31) Nc1cc(Cl)cc(S(=O)(=O)O)c1O
(32) NS(=O)(=O)c1ccc(N/C=C/C(=O)c2ccccc2)cc1

Screen / compound no.,25,26,27,28,29,30,31,32
BT-549,110,106,99,94,97,119,101,103
MALME-3M,89,110,78,94,93,112,108,103
UACC-62,89,103,96,81,93,95,100,98
T-47D,103,100,66,81,86,94,101,88
HS 578T,98,124,79,88,103,99,116,104
LOX IMVI,83,98,nt,94,94,100,99,110
UACC-257,86,102,80,98,98,96,107,108
SK-MEL-2,nt,106,105,101,109,123,107,107

(33) O=C(O)c1cccc(N2C(=O)CCSC2=S)c1
(34) O=c1[nH]n(-c2ccccc2)c(=O)c2ccccc12
(35) Clc1ccc2c(NCCCn3cnc4c(N5CCCCC5)nc(Cl)nc43)ccnc2c1
(36) Cc1nn(C)c2ncnc(Nc3ccccc3Cl)c12
(37) [O-][n+]1onc(-c2ccccc2)c1Nc1ccccc1Br
(38) Cc1ccc(N=Nc2sc(-n3[nH]c(=O)ccc3=O)nc2C)cc1
(39) CC(=O)Nc1sc2c(c1C(=O)NC(C)(C)C)CCCC2
(40) COc1cc2c3c(c(=O)oc2cc1OS(=O)(=O)c1ccc(C(F)(F)F)cc1)CCCCC3

Screen / compound no.,33,34,35,36,37,38,39,40
BT-549,113,96,91,101,121,94,98,75
MALME-3M,97,117,101,104,78,95,110,72
UACC-62,97,98,86,97,74,85,94,68
T-47D,107,104,63,84,79,80,118,81
HS 578T,100,117,90,99,88,95,105,56
LOX IMVI,98,102,86,101,95,87,108,94
UACC-257,103,102,88,100,nt,106,103,96
SK-MEL-2,105,105,88,116,nt,104,116,91

(41) CCCCCCNC(=O)Oc1ccc(/C(=C(/CC)Cc2ccccc2)c2ccc(OCCN3CCCCC3)cc2)cc1
(42) CCCCCC1c2cc(O)ccc2OC1N1CCOCC1 (configuration not stated)
(43) COc1cc2c(c(OC)c1OC)C(=O)CC(c1cccc(NC(=O)[C@H](C)N)c1)O2 (some centres not stated)
(44) Cn1c(N2CCN(Cc3ccccc3)CC2)nc(-c2ccccc2)c(C#N)c1=O
(45) CNC(=O)c1cc(-n2ccc3cc(NC(=S)Nc4ccc(Cl)c(Cl)c4)ccc32)ccn1
(46) C=CCn1c(SCC(=O)c2ccc(Cl)cc2)nnc1-c1c[nH]c2ccccc12
(47) CCc1ccc(NC(=O)N[C@@H](Cc2cc(F)cc(F)c2)C(=O)N[C@@H]2C(=O)N3C[C@H](O)C[C@H]3C(=O)N3CCOC[C@H]3C(=O)N[C@@H](C)C(=O)N3C[C@H](C)C[C@H]3C(=O)O[C@H]2C)cc1
(48) COc1ccc2[nH]cc(C3(c4c[nH]c5ccc(OC)cc45)C(=O)Nc4ccc(Br)cc43)c2c1

Screen / compound no.,41,42,43,44,45,46,47,48
BT-549,97,65,107,101,37,100,11,126
MALME-3M,93,101,99,103,68,91,39,95
UACC-62,99,91,89,80,42,85,30,82
T-47D,51,89,99,87,26,97,18,85
HS 578T,84,88,95,104,71,104,41,105
LOX IMVI,97,97,103,92,53,nt,42,93
UACC-257,86,102,105,83,40,98,22,101
SK-MEL-2,91,139,nt,89,78,117,29,95

# Single entries from the entries so far:
# compound 30 | SK-MEL-2: 123
# compound 33 | HS 578T: 100
# compound 45 | BT-549: 37
# compound 44 | SK-MEL-2: 89
# compound 5 | LOX IMVI: 100
# compound 6 | LOX IMVI: 103
# compound 19 | BT-549: 107

# Reprinted at random: 2 entries already listed.
(43) COc1cc2c(c(OC)c1OC)C(=O)CC(c1cccc(NC(=O)[C@H](C)N)c1)O2 (some centres not stated)
(47) CCc1ccc(NC(=O)N[C@@H](Cc2cc(F)cc(F)c2)C(=O)N[C@@H]2C(=O)N3C[C@H](O)C[C@H]3C(=O)N3CCOC[C@H]3C(=O)N[C@@H](C)C(=O)N3C[C@H](C)C[C@H]3C(=O)O[C@H]2C)cc1

Screen / compound no.,43,47
BT-549,107,11
MALME-3M,99,39
UACC-62,89,30
T-47D,99,18
HS 578T,95,41
LOX IMVI,103,42
UACC-257,105,22
SK-MEL-2,nt,29

# Other entries follow.
(49) Nc1nc2c3cncnc3ccc2c2ncncc12
(50) Cc1ccc(-c2cc(-c3ccccn3)n(C3=NCC(=O)S3)n2)cc1
(51) CC1(N=Cc2cc(Cl)ccc2O)COP(=O)(NC2CCCC2)OC1 (configuration not stated)
(52) CC(=O)N1CCC23C(=O)CC4C(=CCOC5CC(=O)N(c6ccccc62)C3C54)C1 (configuration not stated)
(53) O=C(COc1ccc(Cl)cc1)OCCCl
(54) C/C(=N\O)c1ccc(OCC(=O)Nc2nc(-c3ccc(Cl)cc3)cs2)cc1
(55) CC(C)(C)c1ccc(C2CC(=O)C3=C(C2)Nc2ccccc2N(C(=O)c2ccccc2Cl)C3c2ccc(F)cc2)cc1 (configuration not stated)
(56) Cc1nc(-c2ccccc2)cc2c(O)c(C(=O)N/N=C/Cc3ccccc3)[nH]c(=O)c12

Screen / compound no.,49,50,51,52,53,54,55,56
BT-549,85,112,99,96,97,88,44,105
MALME-3M,99,96,114,110,99,102,-85*,116
UACC-62,98,88,107,95,108,96,-54*,109
T-47D,81,90,85,nt,65,105,9.5*,104
HS 578T,96,nt,95,111,108,101,82,112
LOX IMVI,93,100,91,105,106,99,-12*,96
UACC-257,89,101,105,98,96,93,-34*,94
SK-MEL-2,100,123,106,108,94,103,-12*,102

(57) CC1=CCC(OC(C)C2(CCC(C)(O)C(=O)Oc3ccc(C(C)C)cc3)OC3(C)CC(C(C)C)C(O)CC3O[C+]2C)(C(C)C)CC1 (configuration not stated)
(58) COCCNc1ccc2c3c(cccc13)C(=O)N(CCN(C)C)C2=O
(59) Nc1nc(Nc2ccc(Cl)c(Cl)c2)cc(=O)[nH]1
(60) O=c1c2ccccc2c2ccccc2c(=O)n1-c1c(Cl)cc(Cl)cc1Cl
(61) Oc1ccc(-c2nc3ccccc3s2)cc1
(62) Cc1ccc(NCc2nnc(-c3ccco3)o2)cc1
(63) CCn1ncc(N=O)c1N
(64) NC(=O)C(c1ccccc1)N1CCCC1 (configuration not stated)
(65) CCCCc1nc2c(N)nc3ccccc3c2n1Cc1ccc(Cl)cc1
(66) CN(C)c1ccc(N=Nc2ccc(S(=O)(=O)O)cc2)cc1
(67) CCCNC1(C(N)=O)CCN(Cc2ccccc2)CC1

Screen / compound no.,57,58,59,60,61,62,63,64,65,66,67
BT-549,99,18,112,100,93,93,99,103,82,109,111
MALME-3M,111,22,104,100,103,97,102,101,80,103&99,114
UACC-62,99,3.5*,98,107,101,102,99,108,62,102&100,108
T-47D,102,-11*,90,103,nt,83,107,110,77,90&107,81
HS 578T,100,51,122,101,107,97,110,109,75,99&105,112
LOX IMVI,104,2.9*,96,105,98,91,101,116,85,100&97,110
UACC-257,97,17,118,111,124,113,91,nt,65,111&97,123
SK-MEL-2,97,-13*,91,94,101,101,112,105,91,106&113,112
